ssDAF-12 act – activators of S. stercoralis DAF-12 nuclear receptor; HEK293 ssDAF-12/GRIP1 lit1-tk-luc reporter, luminescence; % of 3 µM dafachronic acid response; activation, % at 6.8 µM; 370,000 tested, 1% active; AID 652126;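 active means activation above the mean over all tested compounds plus 3 SD, cut at about 0.9% in these data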;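 further: 0% = DMSO-only wells and 100% = 3 µM delta7-dafachronic acid wells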
hcDAF-12 act – activators of H. contortus DAF-12 nuclear receptor; AID 652067; HEK293 hcDAF-12 lit1-tk-luc reporter, luminescence; 0% DMSO, 100% Δ7-dafachronic acid; 370,000 tested, 1.4% active; activation, % at 6.8 µM;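 active means activation above the mean of all tested compounds plus 3 SD, cut at about 5.5% in these data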;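 further: 100% = response to 3 µM Δ7-dafachronic acid high control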
GC-A act – GC-A (human) enzyme activation; P16066; HEK293 GC-A cells, cGMP TR-FRET, EC30 ANP; 0% at EC30 ANP, 100% saturating ANP; AID 1671463; 370,000 tested, 0.14% active; activation, % at 10 µM; in the data active means activation above about 40%
DAX1 inh-1 – inhibits human nuclear receptor DAX1. AID 504766. 340,000 tested, 0.99% active. P51843. inhibition, % at 6.75 µM. HEK293 Gal4-DAX1 luciferase reporter, luminescence;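 active means inhibition above the mean over all tested compounds plus 3 SD, cut at about 4.2% in these data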;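 further: 0% = DAX1-transfected cells with DMSO and 100% = empty-vector control cells with DMSO; inhibition shows as a rise in luminescence from relieved DAX1 repression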
GAA850 FXN act – increases GAA850 frataxin promoter reporter activity | HEK293 lucGAA850 FXN promoter luciferase reporter, 24 h; percent of 10 µM SAHA response | activation, % at 6 µM | 360,000 tested, 0.56% active | AID 540364;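 active means activation above the average of all compounds screened plus 3 SD, cutoff fixed separately per campaign, cut at about 7.5% in these data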;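 further: 0% = DMSO wells and 100% = 10 µM SAHA wells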
SMARCA2 act – activators of SMARCA2 function; activation, % at 9.1 µM; 370,000 tested, 1% active; MG213 cells, MMTV-luciferase reporter, dexamethasone, overnight; in the data active means activation above about 7.8%;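 further: 0% = vehicle wells and 100% = reference activator wells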
hgDAF12 agonist – agonists of H. glycines DAF-12 nuclear receptor; HEK293 GAL4-hgDAF12 UAS-luciferase reporter, agonist luminescence; normalized to butyrate control; activation, % at 6.8 µM; 370,000 tested, 1.8% active;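 active means activation above a cutoff set at the mean of all screened compounds plus 3 SD, cut at about 10% in these data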;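 further: 0% = DMSO wells and 100% = sodium butyrate wells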
NPR2 activator – GC-B (human) receptor activation; P20594; HEK293-GC-B cells, CNP EC30, cGMP TR-FRET; 0% at EC30 CNP, 100% saturating CNP; activation, % at 10 µM; 370,000 tested, 0.11% active; AID 1920062;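 active means activation at 10 µM reaching about 35% in either raw or pattern-adjusted values, limit read from the data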
DAX1 inh-2 – blocks DAX1 repression of SF-1 activated StAR promoter; AID 652010; 370,000 tested, 1.1% active; inhibition, % at 6.8 µM; HEK293T StAR-luciferase reporter, SF-1/DAX-1 repression relief;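 active means inhibition above the mean over all tested compounds plus 3 SD, cut at about 3.6% in these data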;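 further: 0% = DAX-1 cells with DMSO and 100% = cells lacking DAX-1 with DMSO; higher inhibition means more luminescence from relief of DAX-1 repression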
ADAM10 inh – ADAM10 inhibition, QFRET primary screen; recombinant ADAM10, EDANS/DABCYL FRET peptide cleavage, 3 h; O14672; inhibition, % at 7 µM; 370,000 tested, 0.62% active;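 active means inhibition above a per-campaign cutoff equal to the mean of compounds falling between control-based bounds plus 3 SD, cut at about 20% in these data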;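 further: 0% = DMSO wells while the 100% control is not disclosed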
Target sequence (O14672 214-748 limits assumed): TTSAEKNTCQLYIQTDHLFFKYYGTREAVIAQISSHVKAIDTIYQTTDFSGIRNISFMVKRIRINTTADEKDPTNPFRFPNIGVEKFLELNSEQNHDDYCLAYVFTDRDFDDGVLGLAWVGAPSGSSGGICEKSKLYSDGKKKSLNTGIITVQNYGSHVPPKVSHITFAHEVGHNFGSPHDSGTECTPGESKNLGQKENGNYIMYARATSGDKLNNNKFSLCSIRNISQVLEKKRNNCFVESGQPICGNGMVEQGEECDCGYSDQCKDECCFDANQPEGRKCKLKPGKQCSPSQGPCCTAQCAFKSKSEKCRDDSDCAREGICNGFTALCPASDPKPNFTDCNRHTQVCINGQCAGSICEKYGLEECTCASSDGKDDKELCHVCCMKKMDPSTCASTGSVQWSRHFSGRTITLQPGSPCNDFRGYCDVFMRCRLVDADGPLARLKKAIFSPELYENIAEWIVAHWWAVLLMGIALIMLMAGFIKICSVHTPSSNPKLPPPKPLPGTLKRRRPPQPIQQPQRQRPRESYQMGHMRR
sPLA2-III inh – Inhibits HGIII-sPLA2 liposome hydrolysis, primary screen. Q9NZ20. QFRET BODIPY PC-A2 liposome hydrolysis, fluorescence. inhibition, % at 12.2 µM. 370,000 tested, 0.56% active. AID 743126;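 active means inhibition above mean plus 3 SD of compounds lying within the high and low control bounds, cut at about 19% in these data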;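 further: 0% = median of test compound wells and 100% = no enzyme DMSO wells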
Target sequence (Q9NZ20 whole entry, looked up): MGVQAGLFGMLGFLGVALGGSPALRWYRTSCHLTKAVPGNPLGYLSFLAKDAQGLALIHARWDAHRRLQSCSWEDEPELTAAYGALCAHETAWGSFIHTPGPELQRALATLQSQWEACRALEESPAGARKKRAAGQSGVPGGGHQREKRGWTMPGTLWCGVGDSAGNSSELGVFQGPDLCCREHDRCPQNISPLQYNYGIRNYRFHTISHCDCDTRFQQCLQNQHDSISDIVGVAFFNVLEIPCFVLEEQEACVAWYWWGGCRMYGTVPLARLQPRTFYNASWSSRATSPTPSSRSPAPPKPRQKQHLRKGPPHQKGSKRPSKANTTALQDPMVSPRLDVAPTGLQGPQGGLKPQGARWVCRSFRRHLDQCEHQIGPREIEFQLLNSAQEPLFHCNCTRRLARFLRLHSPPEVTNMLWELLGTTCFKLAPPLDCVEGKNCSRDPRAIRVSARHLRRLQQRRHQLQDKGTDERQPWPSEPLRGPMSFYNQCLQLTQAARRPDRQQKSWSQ
* = called active by the depositor; . = no result given. Rows were taken by chance. About 6.6% of those tested had a hit in this group.

Fields – ssDAF-12 act | hcDAF-12 act | GC-A act | DAX1 inh-1 | GAA850 FXN act | SMARCA2 act | hgDAF12 agonist | NPR2 activator | DAX1 inh-2 | ADAM10 inh | sPLA2-III inh
(1) CCOC(=O)C1CCCN(C(=S)Nc2ccc(OC)cc2)C1 (stereo not given)
  -1.3 | 1.7 | 1 | 1.5 | 0.0 | -1 | 0.7 | 6 | 1.1 | -11 | 11
(2) Cc1ccc2nc(-c3ccco3)c(CC(C)(C)C)n2c1
  0.0 | 3.8 | 1 | . | . | 6 | 1.4 | -3 | 1.5 | -50 | -2
(3) CC(=O)Nc1ccc(NC(=O)CS(=O)(=O)c2cn(CC(=O)N3CCCC3)c3ccccc23)cc1
  -0.6 | -1.4 | 2 | 0.3 | -0.6 | -1 | 1.5 | -2 | -1.6 | 3 | 0
(4) O=C(CN1c2cccc3cccc(c23)S1(=O)=O)Nc1ccccc1Br
  -1.1 | -2.1 | -5 | -0.1 | 0.5 | 3 | -0.4 | -2 | 0.8 | -178 | -11
(5) CCOc1ccccc1CN1CCN(C/C=C/c2ccc(OC)cc2)CC1CCO (stereo not given)
  -1.0 | -0.1 | -2 | 1.7 | -2.0 | 0 | -1.2 | 0 | -0.2 | 1 | -9
(6) CN(CC(=O)OCC(=O)Nc1ccccc1)S(=O)(=O)c1ccc(Cl)cc1
  -1.4 | -1.6 | -6 | 1.3 | -0.9 | -1 | -0.4 | 3 | 0.5 | -1 | -10
(7) COc1ncccc1C(=O)NC1CCCc2c1cnn2-c1cc(C)cc(C)c1 (stereo not given)
  -1.5 | -3.3 | -1 | 0.1 | 0.4 | -2 | 0.2 | 5 | 0.8 | 6 | -3
(8) O=C(NC(=S)N1CCN(c2ccccn2)CC1)c1ccco1
  -1.1 | 2.4 | -6 | 0.5 | 0.2 | -2 | -0.5 | -6 | 0.0 | -8 | 9
(9) O=C(Oc1ccc([N+](=O)[O-])cc1)c1cncc(Br)c1
  -0.5 | 0.0 | 1 | -0.8 | 1.9 | -2 | -1.6 | 2 | 0.0 | 0 | 2
(10) COc1cccc(C(=O)Nc2ccc3c(c2)OC[C@H](C)N(C(=O)C2CCCC2)C[C@@H](C)[C@@H](OC)CN(C)C3=O)c1
  -0.3 | -0.9 | 9 | . | . | 1 | 4.8 | 17 | 1.1 | -6 | 7
(11) O=C(NC(=O)N1CCN(c2cccc(Cl)c2)CC1)c1ccc(Cl)cc1
  -0.8 | 0.8 | -1 | -0.7 | 0.4 | 0 | -0.8 | -4 | 3.4 | 3 | -1
(12) COc1ccccc1NC(=O)CSc1nnnn1-c1ccccc1F
  -1.3 | -1.5 | 1 | 0.9 | 1.0 | -1 | 2.4 | 2 | -0.2 | -3 | -5
(13) Cc1cc(Nc2cc(C(=O)O)ccc2C)n2ncnc2n1
  -1.0 | -0.9 | 2 | -0.1 | -1.7 | -1 | 4.0 | 2 | 0.6 | -10 | 4
(14) O=C(/C=C/c1ccc(S(=O)(=O)N2CCOCC2)cc1)NCCCn1ccnc1
  0.4 | -0.3 | -1 | 0.4 | -0.7 | -3 | 1.1 | 3 | -0.2 | -7 | -2
(15) O=C1NC2(CCCCC2)C(=O)N1/N=C/c1ccc(O)cc1O
  -0.4 | 0.2 | 0 | -0.3 | 2.9 | -3 | 1.4 | -4 | 0.8 | -11 | -1
(16) CCC(C)NC(=O)C1CCCN(C(=O)NC2CCCCC2)C1 (stereo not given)
  -0.8 | -1.2 | -2 | 2.6 | 2.4 | 1 | -2.3 | 4 | -0.7 | 5 | 1
(17) CCOC(=O)c1c(NC(=O)Cc2ccccc2)sc2c1CCN(CC)C2
  -0.6 | -0.8 | 0 | 0.2 | 1.7 | 1 | -0.2 | 2 | 0.2 | -8 | -9
(18) COc1ccc(NC(=S)N(CCC(C)C)C2CCN(C(C)=O)CC2)cc1
  -1.2 | -1.1 | 2 | 0.0 | 0.8 | 0 | 2.1 | -4 | 0.4 | 5 | 4
(19) COc1ccc(C(=O)NC(C)c2nc3ccccc3n2C)cc1OC (stereo not given)
  -0.7 | -0.5 | 1 | -0.3 | 3.5 | 2 | -0.3 | 11 | -0.6 | 2 | 1
(20) c1ccc(-c2nnc(SCC3CCCCO3)nc2-c2ccccc2)cc1 (stereo not given)
  -1.7 | -2.8 | -5 | -2.3 | 1.3 | -7 | -2.9 | 0 | -1.1 | 2 | 4
(21) CN(C)CCN1C(=O)C(=O)/C(=C(/O)c2ccc(OCc3ccccc3)cc2)C1c1ccncc1 (stereo not given)
  -1.4 | 0.6 | 5 | 0.1 | -0.5 | 2 | 1.6 | -2 | -0.4 | -9 | 4
(22) CCc1ccc(C(=O)Nn2c(C)nc3ccccc3c2=O)cc1
  1.0* | 2.8 | 0 | 2.4 | 1.8 | 1 | -1.8 | 3 | -0.3 | 7 | 1
(23) Cc1ccc(S(=O)(=O)N2CC3CCCN3c3ccc(C(F)(F)F)cc32)cc1 (stereo not given)
  -1.0 | -1.5 | -8 | 0.3 | 2.8 | 0 | -0.4 | -3 | -0.1 | 3 | 3
(24) CCOC(=O)c1c(C)[nH]c(N=Nc2cccc(C)c2)c1C
  0.8 | 2.4 | 7 | 2.2 | 4.4 | -1 | 9.6 | -7 | 4.6* | 14 | -25
(25) Cc1cc(C(=O)N/N=C/c2cccc(OC(=O)c3ccco3)c2)n[nH]1
  -0.7 | 0.5 | -2 | 0.5 | 1.1 | 2 | 4.5 | -3 | 0.2 | -1 | -6
(26) O=C(COc1ccc2ccccc2c1)Nc1cccc(C(=O)Nc2ccccc2C(=O)O)c1
  -1.0 | 1.7 | -5 | 0.3 | 2.1 | 2 | 0.9 | -7 | 0.4 | 8 | -73
(27) COc1ccc(NC(=S)N(Cc2ccc(Cl)cc2)Cc2ccc(C(=O)O)cc2)cc1Cl
  -1.6 | -0.9 | 3 | 0.4 | 0.7 | 2 | -4.8 | 0 | -0.3 | 6 | -26
(28) Cc1ccc(O)c(C(=O)c2cnc3c(c2)COc2ccccc2-3)c1
  -1.2 | -1.8 | -2 | -0.8 | 0.5 | -2 | -0.6 | -4 | 0.2 | 3 | 0
(29) O=C(CNC(=O)N1CC(=O)Nc2ccccc21)NCc1ccccc1
  -0.9 | 0.0 | 1 | 0.4 | 2.3 | 0 | 1.4 | -3 | 1.1 | -13 | -2
(30) COc1cccc(CNC(=O)[C@@H]2CCCN2)c1
  -0.5 | 0.1 | 1 | . | . | 2 | 1.1 | 1 | 1.6 | -4 | 3
(31) N#Cc1ccc(NC(=O)c2sc3cc(C(F)(F)F)cnc3c2-c2cccs2)cc1
  -0.5 | -0.8 | -12 | -0.4 | 2.4 | 1 | -0.6 | 0 | -0.6 | -11 | 4
(32) S=C(Nc1cccc2ccccc12)NN1CCCCCC1
  0.2 | 3.0 | -5 | -1.4 | -4.7 | 0 | 9.3 | 3 | 0.5 | -35 | 12
(33) Cn1c(COc2ccccc2)nnc1SCC(=O)NNC(=O)C1CCCCC1
  -1.2 | 0.5 | 2 | 0.0 | 0.8 | -3 | 0.2 | -2 | -0.6 | -10 | 3
(34) COC(=O)c1ccc(CNC(=O)c2ccc(S(=O)(=O)N3CCCC(C)C3)cc2)cc1 (stereo not given)
  -0.4 | -0.7 | -1 | 0.1 | -0.3 | -2 | 0.2 | 1 | 0.0 | 11 | -6
(35) CCc1cccc2c1NC(=O)C2(O)N1CCCC(C)C1 (stereo not given)
  -0.4 | -0.1 | -5 | -0.6 | 3.0 | -3 | 2.5 | -2 | 0.1 | 3 | 6
(36) Cc1c(C)n2c(SCC(=O)Nc3ccc4c(c3)OCCO4)nnc2[nH]c1=O
  -0.9 | -1.5 | 0 | 1.5 | -0.1 | -2 | 0.6 | 4 | 1.7 | -1 | 6
(37) COc1ccc(-n2c(Cc3cccn3C)nnc2SCC(=O)Nc2ccc(C)cc2)cc1
  -0.9 | -1.3 | -3 | -0.5 | -1.5 | 7 | 0.6 | 1 | -0.4 | -4 | -30
(38) Cc1ccc(NC(=O)CNC(=O)c2ccc(Br)o2)nc1
  -0.5 | 1.0 | 2 | 0.0 | 2.9 | -2 | -1.5 | -3 | 0.3 | 0 | -6
(39) COC(=O)c1cc(OC)c(OC)cc1NC(=O)Nc1ccccc1OC
  -1.5 | -1.6 | 4 | 0.0 | -4.7 | 0 | 2.1 | 0 | 0.5 | -120 | 2
(40) COc1ccc(-n2c(=S)[nH]c3cc(C(=O)N(C)Cc4ccccc4)ccc3c2=O)cc1
  -0.8 | -1.0 | -5 | -0.8 | -1.3 | -4 | -0.8 | 2 | 0.2 | 18 | 12
(41) CCCCn1c(N)c(N(Cc2ccccc2OC)C(=O)C(C)Oc2ccc(Br)cc2)c(=O)[nH]c1=O (stereo not given)
  -0.6 | 0.1 | -5 | 0.0 | 0.8 | -2 | 0.7 | 4 | -0.5 | -25 | 0
(42) COCC(C)NC(=O)c1cc(S(=O)(=O)N2CCCCC2)ccc1N1CCOCC1 (stereo not given)
  -0.9 | 0.4 | 1 | 0.1 | 0.5 | -2 | -3.0 | -2 | 0.4 | -4 | -4
(43) O=C(CSc1c2c(nc3cc(Cl)ccc13)CCCC2)NCc1ccco1
  0.1 | 2.4 | -2 | -0.3 | 5.9 | 0 | -1.6 | -7 | -0.6 | -6 | -2
(44) COc1ccc(/C=N\NC(=O)c2nn(C)cc2Cl)cc1CN1CCOCC1
  -1.4 | -0.8 | 3 | 0.1 | 3.1 | 10* | -0.1 | 1 | 0.4 | -9 | 8
(45) Cc1cc(C)c2nc(N3CCCC3)c(C#N)cc2c1
  -1.0 | -1.0 | 3 | 0.8 | 3.7 | -2 | 2.3 | -2 | -0.6 | -59 | 0
(46) Cc1ccc(C(C)C)cc1S(=O)(=O)Nc1ccncc1
  -1.2 | -2.2 | 3 | 0.8 | 2.0 | -2 | -0.7 | -2 | -0.2 | -6 | -47
(47) Cc1ccc(SCC(=O)Nc2ccc3c(c2)OCCO3)cc1
  -0.9 | 1.4 | -2 | 3.5 | 1.9 | 4 | 9.9 | 1 | 1.9 | -1 | 0
(48) COc1ccc(O)c(C(=O)c2cnc3c(c2)c(=O)[nH]c(=O)n3C)c1
  -1.0 | 0.5 | -1 | 0.2 | -0.9 | -2 | 2.7 | -6 | 0.6 | -10 | 5
(49) Cc1cc(=O)[nH]c2ccc(Cl)cc12
  -0.8 | -1.5 | 0 | 0.4 | -0.6 | -7 | -0.2 | 0 | -0.1 | -3 | -1
(50) CN(C)S(=O)(=O)c1cccc(NC(=O)CNCC2CCCCC2)c1
  -1.4 | -0.6 | 5 | 0.7 | 2.0 | 1 | -1.7 | -3 | 0.1 | -7 | -3
(51) COc1ccccc1/C=C/C=N/n1c(-c2ccncc2)n[nH]c1=S
  -1.2 | -1.1 | 2 | -0.2 | 1.3 | -2 | -1.0 | 8 | -0.2 | -6 | 8

Source: PubChem BioAssay
